aGlu spleen mod: qHTS Assay for Inhibitors and Activators of Human alpha-Glucosidase From Spleen Homogenate; Potency, µM (doses to about 79.9 µM), for the others: top-dose activity change, negative = inhibition, hits mostly inhibitors; AID 2112, 2009; human spleen homogenate, 4-MU-alpha-glucoside fluorescence; 240,000 tested, 0.006% active;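 note: 0% = enzyme with vehicle and -100% = no enzyme basal signal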
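Human spleen homogenate (1 ug) incubated with compounds and 1 mM 4-methylumbelliferyl-alpha-D-glucopyranoside in pH 5.0 citrate/phosphate buffer, 37 C, 40 min. Stopped at pH 10; 4-MU fluorescence (Ex 365/Em 440 nm); AC50 by Hill fit.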
NPSR antag: qHTS Assay for Antagonists of the Neuropeptide S Receptor: cAMP Signal Transduction. CHO-NPSR cells, cAMP TR-FRET, antagonist mode. Potency, µM (top dose mostly 38.3 µM), for inactives: at the top dose activity change, negative = inhibition, most hits filed as inhibitors. 220,000 tested, 1% active. AID 1461, 2008; note: % is set by controls: 0 for no effect and ±100 for the full control effect; nearly all actives have a fitted effect of over 50% in size; many of its hits are not listed in these tables
Epigenetic reg: Quantitative High-Throughput Screen for Regulators of Epigenetic Control | 280,000 tested, 0.2% active | murine LDR cells, GFP reporter derepression, 30 h | Potency, µM (doses to about 53.9 µM), without a hit: top-dose GFP activation, hits mostly activators; note: % of control where 0% means no effect; nearly all actives have a fitted effect of over 60% in size
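GFP-positive cell count by laser-scanning cytometry (objects 20–120 um) after 30 h, 37 C compound exposure of murine LDR cells; reporter is CMV-GFP integrated at a silenced locus, inducible by HDAC or DNMT inhibitors.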
GAA inh: qHTS Assay for Inhibitors of Human alpha-Glucosidase as a Potential Chaperone Treatment of Pompe Disease | Lysosomal alpha-glucosidase (Homo sapiens), P10253 | 200,000 tested, 0.005% active | purified human GAA, 4-MU-alpha-glucoside fluorescence | Potency, µM (series often up to 76.9 µM), inactives show at the top dose activity change, negative = inhibition, usual class: inhibitors | AID 1466, 2008;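 note: plate controls were uninhibited enzyme wells for no effect and no-enzyme background for full effect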
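Read-out is 4-methylumbelliferone fluorescence (Ex 365/Em 440 nm) after NaOH/glycine stop at pH 10. Enzyme 4 nM, substrate 400 uM, pH 5.0 citrate buffer, 20 min room temperature; AC50 from Hill-equation concentration-response.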
Tau fluor cs: Counterscreen qHTS for Inhibitors of Tau Fibril Formation, Fluorescence Polarization; 280,000 tested, 0.93% active; AID 1463, 2008; tau K18 P301L Alexa594 fluorescence, heparin fibrillization; Potency, µM (top dose mostly 57.7 µM), for the others: at the highest dose activity change, negative = decrease; note: % is set by controls: 0 for no effect and ±100 for the full control effect; nearly all actives have a fitted effect of over 55% in size
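Human tau K18 P301L (15 uM unlabeled, 0.24 uM Alexa 594-labeled) in 100 mM sodium acetate pH 7 with 20 uM heparin, 6 hr at 37 C. ThT 30 uM added, 1 hr ambient; Alexa 594 FP and total fluorescence read at 555/632 nm.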
GAA glycogen mod: qHTS Assay for Inhibitors and Activators of Human alpha-Glucosidase Cleavage of Glycogen. Lysosomal alpha-glucosidase (Homo sapiens), P10253. recombinant GAA, glycogen substrate, Amplex Red glucose oxidase fluorescence. Potency, µM (doses to about 76.4 µM), inactives show at the top dose activity change, negative = inhibition, most hits filed as inhibitors. 300,000 tested, 0.38% active. AID 2100, 2009;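 note: 0% = full enzyme reaction and -100% = no-enzyme basal signal; the screen sought inhibitors and activators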
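Natural-substrate format: glycogen cleavage by 4 nM human enzyme, glucose read by Amplex Red coupling (Ex 573, Em 610 nm). Normalized to enzyme and no-enzyme controls.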
ALDH1A1 inh: qHTS Assay for Inhibitors of Aldehyde Dehydrogenase 1 (ALDH1A1) | Purified ALDH1A1, NADH fluorescence, propionaldehyde substrate | Aldehyde dehydrogenase 1A1 (Homo sapiens), P00352 | 220,000 tested, 7.3% active | Potency, µM (titrated, usually from 75.3 µM), without a hit: top-dose activity, negative = inhibition, hits mostly inhibitors; active = well fitted inhibition curve with a large enough effect, not every such curve was filed as active; inconclusive = small, poorly fitted or top-dose-only effect, or another doubt; inactive = no such curve, though single readings can be large or run the other way;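 note: plate controls were no enzyme wells and a reference inhibitor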
Target sequence (P00352 whole entry, looked up): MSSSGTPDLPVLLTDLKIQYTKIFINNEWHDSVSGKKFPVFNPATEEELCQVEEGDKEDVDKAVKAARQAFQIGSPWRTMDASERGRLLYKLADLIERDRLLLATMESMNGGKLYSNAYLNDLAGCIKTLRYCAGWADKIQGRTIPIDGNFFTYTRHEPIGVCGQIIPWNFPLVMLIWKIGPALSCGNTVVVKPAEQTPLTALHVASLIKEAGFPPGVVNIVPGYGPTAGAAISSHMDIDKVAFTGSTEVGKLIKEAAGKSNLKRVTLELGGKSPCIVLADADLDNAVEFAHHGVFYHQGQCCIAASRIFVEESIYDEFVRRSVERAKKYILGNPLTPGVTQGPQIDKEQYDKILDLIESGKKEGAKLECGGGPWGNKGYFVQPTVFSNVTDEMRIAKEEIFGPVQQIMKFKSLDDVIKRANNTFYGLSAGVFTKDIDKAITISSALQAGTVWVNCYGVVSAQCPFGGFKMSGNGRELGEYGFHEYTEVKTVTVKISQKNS
GLA spleen mod: qHTS Assay for Inhibitors and Activators of Human alpha-Galactosidase From Spleen Homogenate; Alpha-galactosidase A (Homo sapiens), P06280; human spleen homogenate, 4MU-alpha-Gal fluorescence, 40 min; Potency, µM (series often up to 80 µM), for the others: top-dose activity change, negative = inhibition, actives largely listed as inhibitors; 240,000 tested, 0.008% active;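 note: 0% = enzyme with vehicle and -100% = no enzyme basal signal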
Target sequence (P06280 32-429 limits assumed): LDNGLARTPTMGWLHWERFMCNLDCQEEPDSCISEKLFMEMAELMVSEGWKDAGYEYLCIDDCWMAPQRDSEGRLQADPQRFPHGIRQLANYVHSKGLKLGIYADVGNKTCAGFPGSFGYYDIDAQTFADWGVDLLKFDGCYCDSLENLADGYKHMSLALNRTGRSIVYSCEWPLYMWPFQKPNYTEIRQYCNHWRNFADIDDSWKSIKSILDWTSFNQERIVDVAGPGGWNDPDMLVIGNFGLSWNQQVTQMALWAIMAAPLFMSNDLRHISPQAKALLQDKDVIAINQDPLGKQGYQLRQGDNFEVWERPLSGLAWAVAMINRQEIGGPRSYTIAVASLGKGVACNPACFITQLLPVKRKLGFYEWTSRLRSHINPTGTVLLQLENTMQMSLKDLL
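Human spleen homogenate (1 ug) was the enzyme source, with 4-methylumbelliferyl-alpha-D-galactopyranoside (1 mM final) in pH 5.0 citrate buffer with 0.01% Tween-20. Compounds were titrated; after 40 min at 37C, NaOH/glycine stop, 4-MU fluorescence read; AC50 from Hill fits.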
Numbers without * were called inactive; u = inconclusive; x = no result given; [ ] = dose if it differs, or a comment. Unless noted, calls come from the whole dose curve; as a rule, active = well fitted curve in the direction sought with a large enough effect; inconclusive = small, poorly fitted or top-dose-only effect, or another doubt; inactive = no such curve, though single readings can be large; an effect the other way counts as inactive or inconclusive. Potency is the fitted concentration of half-maximal effect. A portion of the library, so the mix of outcomes need not match the whole.

SMILES	aGlu spleen mod	NPSR antag	Epigenetic reg	GAA inh	Tau fluor cs	GAA glycogen mod	ALDH1A1 inh	GLA spleen mod
Cc1cc(Cl)ccc1Oc1ncnc2oc(-c3ccccc3)cc12	-1.5%	-1.9%[46.1 µM]	-1.8%	1.7%	-4.8%	7.3%	u	-4.7%
Cc1cc(C)nc(N2CCC(C(=O)NCCc3ccc(Cl)cc3)CC2)n1	-2.7%	5.8%	4.5%	8.8%	0.8%	11.7%	0.9%	-4.4%
Cc1ccc(C(=O)CSc2nnc(-c3ccco3)n2CC2CCCO2)cc1 (configuration not stated)	-3.4%	-6.4%[46.1 µM]	2.4%	4.0%	-12.7%	-5.9%	u	1.1%
CCOC(=O)c1cccnc1NC(=O)c1ccncc1	-1.4%	6.7%	0.9%	-1.1%	1.0%	-7.7%	3.9%	0.7%
Cc1cc(N2CCN(C(=O)c3ccco3)CC2)n2nc(-c3cccc(F)c3)cc2n1	-5.2%	u	-1.0%	4.6%	-8.0%	-3.9%	u	4.4%
Cc1cc(NC(=O)CCC(=O)N(Cc2cccs2)C(C(=O)NC2CCCC2)c2ccccc2)no1 (configuration not stated)	-6.1%	-18.3%[46.1 µM]	-5.5%	0.1%	5.9%	-4.5%	-9.2%	3.0%
Cc1cc(O)c2c(c1)C(O)(C1OC(CO)C(O)C(O)C1O)c1cccc(O)c1C2=O (configuration not stated)	-3.9%	16.6%	1.9%	-14.8%	-8.5%	-5.1%	9.7%	1.1%
N#CC1=C(N)N(c2ncn[nH]2)C2=C(C(=O)CCC2)C1c1ccc(F)cc1 (configuration not stated)	-1.5%	8.0%	-0.7%	1.8%	1.9%	-3.4%	-6.0%	-0.8%
O=C(Nc1cccc(-c2cn3c(n2)SCC3)c1)c1ccc2ccccc2n1	x	-1.6%	0.8%	-8.9%	u	-0.8%	-7.8%	8.1%
Nc1nnc(SCc2ccccc2F)n1-c1ccccc1	-6.6%	-11.6%[46.1 µM]	0.0%	0.2%	-0.3%	1.3%	3.2%	-4.4%
COc1ccc(Nc2nc(N)c([N+](=O)[O-])c(NCCO)n2)cc1	-12.7%	-9.2%	0.0%	x	5.8%[11.6 µM]	4.9%	x	-11.6%
CNC(=O)NNC(=O)c1csc(-c2ccc(C(F)(F)F)cc2Cl)n1	-2.2%	13.2%	2.0%	x	12.2%	1.6%	x	3.9%
COc1ccc2oc(C(=O)OCc3c(C)noc3C)c(C)c2c1	-4.5%	1.1%	3.3%	6.1%	-14.1%	u	u	-0.8%
CCO[C@@H]1OC(C(=O)NCc2nc3ccccc3[nH]2)=C[C@H](c2csc3ccccc23)[C@H]1CCCO	-3.1%	u	-1.2%	x	-23.6%	7.7%	1.0%	12.3%
CC(C)N1CCN(CC#Cc2ccccc2)CC1CCO (configuration not stated)	3.4%	-16.0%	-1.2%	7.8%	3.5%	-2.1%	-4.6%	6.4%
CCCCN1CCNC1=S	-5.2%	-15.4%	6.2%	-10.9%	-2.8%	8.5%	5.3%	0.1%
Cc1ccc(C)c(OCCn2cc(/C=C(\C#N)C(=O)NCc3cccs3)c3ccccc32)c1	3.2%	-18.5%[46.1 µM]	-0.6%	0.1%	-15.3%	-4.8%	9.6%	6.8%
Cc1ccc2cccc(S(=O)(=O)Nc3c(C)n(C)n(-c4ccccc4)c3=O)c2n1	0.8%	-3.8%[46.1 µM]	-1.1%	-1.1%	1.9%	-3.4%	11.2%	-0.1%
CC(=NC1CCN(Cc2ccccc2)CC1)c1c(O)[nH]c(=O)[nH]c1=O	-4.4%	0.6%[46.1 µM]	-2.0%	-1.0%	3.8%	6.9%	8.0%	-7.3%
COc1cc2oc3ccccc3c2cc1N(CC(=O)N1CCCCC1)S(=O)(=O)c1ccc(C)cc1	-0.2%	u	-0.7%	-4.7%	-11.7%	3.5%	5.3%	-1.8%
N/C(COc1ccccc1)=N\NS(=O)(=O)c1ccccc1	2.6%	-4.4%[46.1 µM]	1.5%	-7.7%	-12.0%	u	6.6%	5.9%
COC(=O)c1c(NC(=O)COC(=O)CNC(=O)C2CCCCC2)sc(C)c1C	3.5%	3.0%	1.8%	5.7%	-2.3%	8.0%	0.0%	7.3%
O=C(Nc1ccc(F)cc1F)c1ccco1	-0.1%	-16.5%[46.1 µM]	-1.6%	-2.0%	4.1%	0.1%	-0.7%	1.9%
COc1ccc2cc(C#N)c(Nc3cccc(F)c3)nc2c1	3.1%	u	2.3%	12.2%	1.4%	-15.1%	u	2.9%
Cn1nnnc1SCCNCc1cc(Cl)ccc1OCc1ccccc1	-8.2%	7.9%	4.0%	-3.3%	-2.4%	-3.2%	12.6µM*	-8.7%
COc1cccc(-c2cc(=O)c3cc(NC(C)=O)ccc3[nH]2)c1	1.9%	5.7%	4.8%	7.3%	-8.9%	0.4%	u	10.7%
COc1ccc(-n2nnc3c(=O)n(Cc4cc(C)ccc4C)cnc32)cc1	-4.0%	-19.1%[46.1 µM]	-0.6%	-2.2%	-8.2%	8.8%	5.6%	-10.3%
Cc1ccc(-c2nnc(-c3ccc4c(c3)OCO4)o2)cc1	1.0%	-5.8%	2.3%	9.7%	-10.8%	-8.3%	u	5.8%
CC12COC3(C(=O)Nc4ccccc4)CC1CCC32C (configuration not stated)	-1.1%	7.7%	3.1%	11.5%	1.1%	5.7%	13.5%	-5.4%
CN(c1ccccc1C(=O)Nc1ccc(S(=O)(=O)N2CCCC2)cc1)S(C)(=O)=O	3.4%	-8.9%[46.1 µM]	-7.8%	-2.8%	-3.0%	-4.5%	12.6µM*	4.8%
O=S(=O)(Nc1ccc(Cc2ccncc2)cc1)c1cccs1	-3.4%	-21.1%[46.1 µM]	0.4%	-8.7%	-10.0%	-1.4%	10.4%	-0.2%
Cc1cc(Cl)ccc1NNC(=O)c1cccs1	-0.6%	-5.8%	0.5%	-10.0%[15.4 µM]	-9.8%	u	-4.7%	-0.7%
CN(C)S(=O)(=O)c1ccc(Cl)c(NC(=O)CN2CCNC(=O)C2)c1	2.9%	3.6%	9.0%	-11.2%	2.9%	-1.8%	-3.7%	1.2%
S=C(Nc1ccccc1)N(CCN1CCOCC1)Cc1cccc(Cl)c1	-6.0%	-18.6%	0.0%	1.0%	-14.5%	-4.5%	-11.3%	2.6%
COC(=O)c1c(NC(=O)CN2CCN(C(=O)c3ccco3)CC2)c2cc(C)ccc2n1C	-7.2%	-10.7%[46.1 µM]	-2.7%	-4.7%	-3.8%	4.3%	-1.7%	-1.3%
Cc1ccc2c(SCC(=O)NCc3ccco3)nc(-c3ccc(F)cc3)nc2c1	-1.3%	-3.1%[46.1 µM]	2.0%	-12.3%	8.1%	2.1%	12.1%	-6.1%
CNc1nnc(CSc2nc(C)cc(C)n2)s1	-2.2%	-5.6%[46.1 µM]	-1.1%	-7.1%	-7.3%	0.0%	0.5%	-4.6%
Cn1nc(CC(=O)Nc2cccnc2N2CCOCC2)c2ccccc2c1=O	0.5%	3.7%[46.1 µM]	-7.2%	u	3.6%	-4.4%	6.2%	5.6%
O=C(Cc1cccc2ccccc12)OCn1nnc2ccccc2c1=O	-3.0%	-1.2%[46.1 µM]	-0.8%	-5.1%	-17.9%	2.7%	-3.5%	-13.4%
CCOc1ccc(/C=N/OCC(=O)Nc2ccc(OCc3ccccc3)cc2)cc1OC	2.7%	9.7%	0.0%	7.3%	8.1%	-8.6%	-3.8%	-14.6%
CC(c1ccco1)N(C(=O)C12CC3CC(CC(C3)C1)C2)c1ccccn1 (configuration not stated)	-7.0%	u	-2.5%	-8.0%	-5.7%	6.4%	4.6%	-2.0%
c1ccc(-c2nnc(CN3CCC4(CC3)OCCO4)o2)cc1	-19.8%	-2.4%[46.1 µM]	0.0%	10.8%	4.4%	2.7%	-8.2%	-5.1%
COc1ccc2cc(C(C)c3nc4ccccc4c(=O)n3N)ccc2c1 (configuration not stated)	2.0%	-10.5%	1.1%	-11.3%	-23.3%	0.8%	1.9%	-1.2%
COc1ccc(CC(=O)O/N=C(\N)c2cccc([N+](=O)[O-])c2)cc1	-8.8%	14.0%	-1.0%	-4.8%	u	-5.0%	2.5%	-5.8%
CCC(C)(C)NC(=O)C(c1ccc(OC)cc1)N(CC1CCCO1)C(=O)CCC(=O)Nc1cc(C)on1 (configuration not stated)	-2.3%	-1.4%[46.1 µM]	1.2%	-0.6%	-8.2%	4.9%	-1.9%	4.9%
CC1(c2ccccc2)CC(c2ccccc2)=Nc2ccccc2N1 (configuration not stated)	-5.9%	-18.7%	3.0%	x	-24.9%	7.5%	x	-1.7%
COc1ccc(OCc2n[nH]c(=S)n2N)cc1	10.8%	-1.3%	2.8%	1.5%	-18.8%	-15.5%	4.47µM*	-2.9%

2 of the compounds above, field by field.
smiles: CC(c1ccco1)N(C(=O)C12CC3CC(CC(C3)C1)C2)c1ccccn1 (configuration not stated)
  aGlu spleen mod: -7.0%	NPSR antag: u	Epigenetic reg: -2.5%	GAA inh: -8.0%	Tau fluor cs: -5.7%	GAA glycogen mod: 6.4%	ALDH1A1 inh: 4.6%	GLA spleen mod: -2.0%

smiles: c1ccc(-c2nnc(CN3CCC4(CC3)OCCO4)o2)cc1
  aGlu spleen mod: -19.8%	NPSR antag: -2.4%[46.1 µM]	Epigenetic reg: 0.0%	GAA inh: 10.8%	Tau fluor cs: 4.4%	GAA glycogen mod: 2.7%	ALDH1A1 inh: -8.2%	GLA spleen mod: -5.1%

Some values from the entries so far:
Under ALDH1A1 inh, COc1ccc2cc(C(C)c3nc4ccccc4c(=O)n3N)ccc2c1 (configuration not stated) reads 1.9%
Under NPSR antag, CCCCN1CCNC1=S reads -15.4%
Under GAA inh, COC(=O)c1c(NC(=O)COC(=O)CNC(=O)C2CCCCC2)sc(C)c1C reads 5.7%
Under GAA inh, O=S(=O)(Nc1ccc(Cc2ccncc2)cc1)c1cccs1 reads -8.7%
